# S100A4 inh HTS – inhibitors of human S100A4 binding to myosin IIA peptide; P26447; S100A4/TAMRA-MyoIIA peptide fluorescence polarization; inhibition, % at 10.7 µM; 360,000 tested, 0.14% active; AID 652163;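 active means mean inhibition of at least 70% across replicates, with every replicate also reaching that level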
# Target sequence (P26447 whole entry, looked up): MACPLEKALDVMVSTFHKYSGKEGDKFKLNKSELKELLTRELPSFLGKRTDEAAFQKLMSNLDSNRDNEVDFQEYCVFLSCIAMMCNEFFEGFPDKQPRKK
#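 Material: S100A4 monomer protein / Buffer or medium: 50 mM HEPES pH 7.2, 10 mM CaCl2, 100 mM KCl / Times: 5 min incubation before reading / Benchmarks: neutral control DMSO, positive control TFP / Reagent: labelled myosin peptide probe, 5 nM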
# FN deposition inh – fibronectin deposition inhibition | AH1F fibroblasts, Alexa488-fibronectin deposition fluorescence, overnight | inhibition, % at 12.6 µM | 350,000 tested, 0.086% active | AID 743247;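 active means mean inhibition across replicates of 30% or more, regardless of how many single replicates reach that level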;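 further: positive control wells lacked labelled fibronectin entirely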
#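 Assay system: AH1F fibroblasts / Quantity: 10000 cells per well / Medium: DMEM plus 2% serum, read in PBS / Reagent: labelled fibronectin 24 nM / Dosing: single dose, pinned / Times: 1 h cell attachment, overnight exposure to compound and label / Signal: fluorescence, ex 485 nm, em 525 nm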
# ERAP1 HTS inh – inhibitors of human ERAP1 aminopeptidase; Q9NZ08; recombinant ERAP1, Leu-AMC fluorescence, 60 min; inhibition, % at 10.7 µM; 340,000 tested, 0.15% active; AID 652197;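 active means mean replicate inhibition of at least 30%, or all replicates individually reaching that 30% level; inactive means mean below 30% and not every replicate reaching it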;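 further: 0% = neutral control wells and 100% = L-leucinethiol positive control wells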
# Target sequence (Q9NZ08 whole entry, looked up): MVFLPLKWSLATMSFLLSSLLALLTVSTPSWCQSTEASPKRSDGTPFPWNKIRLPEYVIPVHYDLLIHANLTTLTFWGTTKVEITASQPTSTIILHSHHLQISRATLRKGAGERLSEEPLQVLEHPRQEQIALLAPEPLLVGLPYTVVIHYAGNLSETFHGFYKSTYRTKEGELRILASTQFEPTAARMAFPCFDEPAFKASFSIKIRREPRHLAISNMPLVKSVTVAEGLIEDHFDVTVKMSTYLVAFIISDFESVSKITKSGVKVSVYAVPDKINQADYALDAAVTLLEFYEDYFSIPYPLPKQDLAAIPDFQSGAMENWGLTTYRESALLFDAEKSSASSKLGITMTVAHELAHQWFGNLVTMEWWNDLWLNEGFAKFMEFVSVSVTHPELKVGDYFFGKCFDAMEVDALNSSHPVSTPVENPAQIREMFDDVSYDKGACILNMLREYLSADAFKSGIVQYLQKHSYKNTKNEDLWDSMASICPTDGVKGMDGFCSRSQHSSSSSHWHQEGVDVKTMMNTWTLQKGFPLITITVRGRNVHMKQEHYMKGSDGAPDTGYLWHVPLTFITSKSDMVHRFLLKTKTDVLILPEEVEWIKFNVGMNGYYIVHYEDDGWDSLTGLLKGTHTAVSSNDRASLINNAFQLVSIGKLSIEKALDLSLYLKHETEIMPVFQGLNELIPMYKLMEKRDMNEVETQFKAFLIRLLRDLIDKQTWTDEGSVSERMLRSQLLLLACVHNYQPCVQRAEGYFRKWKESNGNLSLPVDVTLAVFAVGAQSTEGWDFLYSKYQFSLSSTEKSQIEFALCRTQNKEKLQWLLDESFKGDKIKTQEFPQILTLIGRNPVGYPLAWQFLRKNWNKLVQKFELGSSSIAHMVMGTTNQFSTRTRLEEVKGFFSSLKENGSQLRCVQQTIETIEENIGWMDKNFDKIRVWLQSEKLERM
# PGC1a acetyl inh – modulators of PGC1a acetylation; U2OS PGC1a acetylation, AlphaScreen anti-acetyl-lysine; with virally co-expressed GCN5 acetyltransferase; inhibition, % at 15.6 µM; 350,000 tested, 0.17% active;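 active means every replicate shows inhibition of at least 40%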;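 further: 0% = neutral control wells and 100% = positive control wells; some results beyond the cut were filed as inactive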
# EWS-Fli block – inhibitors of EWS/Fli oncoprotein transcriptional activity | A673 NR0B1-luciferase reporter, viability-normalised | inhibition, % at 12.6 µM | 350,000 tested, 0.67% active | AID 651661;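 active means mean inhibition of at least 50% after viability correction, with every replicate also passing that limit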;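 further: firefly luciferase signal divided by Alamar Blue viability fluorescence both relative to DMSO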
# PglD inh – inhibitors of Campylobacter jejuni PglD acetyltransferase. purified PglD enzyme, DTNB colorimetric CoA detection. inhibition, % at 12.5 µM. 360,000 tested, 0.098% active. AID 602405; in the data active means inhibition above about 16%, passing the limit was not always enough; further: strong numbers were not always called active
# PAX8 inh HTS – inhibitors of PAX8 transcriptional activity in RMG-I cells. RMG-I TPO-luciferase reporter, SteadyGlo, 24 h. inhibition, % at 12.6 µM. AID 652154. 360,000 tested, 1.2% active;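 active means mean replicate inhibition at least 60% with every replicate also reaching 60%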;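 further: luciferase light reporting Pax8 driven TPO promoter activity; plate controls were median of neutral control wells for no effect and mitoxantrone controls for full effect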
# LGR2 inh – blocks bursicon-induced cAMP signaling via Drosophila LGR2; HEK293 LGR2, CRE-luciferase, bursicon-stimulated, 4 h; inhibition, % at 9.99 µM; 380,000 tested, 0.35% active;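 active means drop in luminescence signal, shown as inhibition above about 50% in the replicate tests, limit read from the data, passing the limit was not always enough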;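 further: agonist challenge used bursicon conditioned medium at about half maximal strength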
# * = called active by the depositor; x = no result given.
# Every second line gives: S100A4 inh HTS	FN deposition inh	ERAP1 HTS inh	PGC1a acetyl inh	EWS-Fli block	PglD inh	PAX8 inh HTS	LGR2 inh
> O=C(C1CCCCC1)N1[C@H](CO)[C@H]2c3ccccc3NC[C@H]21
    2.0	2.7	1.0	7.6	-8.1	1.9	6.9	-16.7
> C[C@@H]1CCCCO[C@H](CN(C)C(=O)Nc2ccc3c(c2)OCO3)[C@@H](C)CN([C@@H](C)CO)C(=O)c2cc(NS(=O)(=O)c3cccs3)ccc2O1
    -8.5	x	-0.3	-6.1	-8.7	-1.2	-12.2	4.9
> Cc1n[nH]c(C)c1S(=O)(=O)N1CCc2ccccc21
    x	-6.7	x	-2.3	x	-4.9	2.8	x
> COc1ccc([N+](=O)[O-])cc1NS(=O)(=O)c1cccc(C(=O)OC2CCOC2=O)c1 (centres undefined)
    -4.7	1.5	4.1	x	-2.7	1.5	-12.2	-9.8
> Cc1nc2ccccc2c2oc(C(=O)N3CCN(c4ccc([N+](=O)[O-])cc4)CC3)cc12
    -3.0	-10.1	-1.0	-1.2	x	-3.5	-11.0	9.2
> NNC(=O)c1ccc2[nH]c3c(c2c1)CCCC3
    -3.0	11.8	-0.6	-3.1	-8.7	x	-12.7	-42.7
> C[C@@H]1CN([C@@H](C)CO)C(=O)CCCn2nncc2CO[C@@H]1CN(C)C(=O)Nc1ccc2c(c1)OCCO2
    13.0	-8.2	1.8	5.5	-42.4	-1.8	-111.4	x
> CO[C@@H]1CN(C)C(=O)c2ccc(NC(=O)C3CC3)cc2OC[C@H](C)N(C)C[C@@H]1C
    -1.5	-7.3	-2.5	-16.4	4.8	1.3	-15.2	-3.5
> Cc1nn(C)c(NC(=O)c2ccc([N+](=O)[O-])cc2)c1Cl
    0.8	2.9	1.0	-1.6	11.2	x	-15.9	x
> C[C@H](NC(=O)c1ccccc1Cl)C(=O)OCC(=O)N1CCN(c2ccccc2)CC1
    2.7	1.8	3.1	7.3	-1.5	-9.7	-7.9	6.6
> CN(C)S(=O)(=O)c1ccc2c(c1)nc(CCC(=O)Nc1ccc(N3CCOCC3)cc1)n2C
    0.6	0.5	-4.9	x	2.2	x	1.9	-3.2
> Cc1ccc(CN2[C@@H]3c4ccccc4C[C@@H]3OCCS2(=O)=O)cc1
    -2.3	-9.4	2.4	-1.8	-3.9	1.8	14.8	-5.4
> COc1ccc2c3c([nH]c2c1)[C@H](CO)N(C(=O)c1ccccc1)CC31CN(C)C1
    -5.8	x	0.6	4.4	-4.6	x	x	-8.7
> COc1cc(O)c(C(CCN2CCN(c3ccccc3)CC2)c2ccc3c(c2)OCO3)c(OC)c1 (centres undefined)
    -3.9	-8.0	0.7	-8.8	3.6	-2.7	-1.3	6.8
> C[C@H](CO)N1C[C@H](C)[C@H](CN(C)Cc2cccc(F)c2)Oc2ncc(-c3cccc(F)c3)cc2C1=O
    x	2.9	x	12.7	8.7	x	x	5.9
> CCCC(=O)Nc1ccc(S(=O)(=O)N2CCc3ccccc32)cc1
    8.8	-1.7	-5.6	-4.3	10.9	-4.4	-6.4	-7.6
> CO[C@@H]1CN(C)C(=O)c2ccc(NC(=O)NC(C)C)cc2OC[C@H](C)N(Cc2ccccc2)C[C@H]1C
    -3.9	-1.3	-1.1	-0.2	5.9	-3.8	x	-3.6
> COc1ccc(NC2CCCN(C(=O)CSc3ccccc3)C2)cc1OC (centres undefined)
    -4.6	-3.2	2.6	x	-8.3	-1.3	-3.2	25.7
> CCc1nc2c(c(=O)[nH]1)C(CC)(CC)Cc1ccccc1-2
    -6.9	-4.4	-1.2	-6.5	21.2	7.2	19.0	12.3
> Nc1c(C(=O)Nc2ccc(Br)cc2)sc2nc(N3CCOCC3)c3c(c12)CCCC3
    31.7	-2.5	-1.6	x	7.8	2.8	-12.1	-8.6

# Reformatted: entries from further up.
> CN(C)S(=O)(=O)c1ccc2c(c1)nc(CCC(=O)Nc1ccc(N3CCOCC3)cc1)n2C
  S100A4 inh HTS: 0.6	FN deposition inh: 0.5	ERAP1 HTS inh: -4.9	PGC1a acetyl inh: x	EWS-Fli block: 2.2	PglD inh: x	PAX8 inh HTS: 1.9	LGR2 inh: -3.2
> Cc1ccc(CN2[C@@H]3c4ccccc4C[C@@H]3OCCS2(=O)=O)cc1
  S100A4 inh HTS: -2.3	FN deposition inh: -9.4	ERAP1 HTS inh: 2.4	PGC1a acetyl inh: -1.8	EWS-Fli block: -3.9	PglD inh: 1.8	PAX8 inh HTS: 14.8	LGR2 inh: -5.4
> COc1ccc2c3c([nH]c2c1)[C@H](CO)N(C(=O)c1ccccc1)CC31CN(C)C1
  S100A4 inh HTS: -5.8	FN deposition inh: x	ERAP1 HTS inh: 0.6	PGC1a acetyl inh: 4.4	EWS-Fli block: -4.6	PglD inh: x	PAX8 inh HTS: x	LGR2 inh: -8.7
> COc1cc(O)c(C(CCN2CCN(c3ccccc3)CC2)c2ccc3c(c2)OCO3)c(OC)c1 (centres undefined)
  S100A4 inh HTS: -3.9	FN deposition inh: -8.0	ERAP1 HTS inh: 0.7	PGC1a acetyl inh: -8.8	EWS-Fli block: 3.6	PglD inh: -2.7	PAX8 inh HTS: -1.3	LGR2 inh: 6.8

# Going on with the list.
# Every second line gives: S100A4 inh HTS	FN deposition inh	ERAP1 HTS inh	PGC1a acetyl inh	EWS-Fli block	PglD inh	PAX8 inh HTS	LGR2 inh
> NC(=O)NC(=O)C(OC(=O)CCNS(=O)(=O)c1ccccc1)c1ccccc1 (centres undefined)
    16.2	6.4	1.5	x	-5.3	x	19.0	-1.5
> COc1cccc(CC(=O)OCC(=O)N2CCN(c3ccc(F)cc3)CC2)c1
    19.4	3.1	-0.5	2.3	-3.1	4.2	-6.4	2.2
> O=C(CN1C(=O)COc2ccccc21)NCCN1CCc2ccccc2C1
    -0.6	x	-2.7	8.9	6.3	1.3	x	-4.5
> NS(=O)(=O)c1ccc2nc(NC(=O)Nc3ccccc3F)sc2c1
    17.5	4.6	6.7	x	-102.6	3.0	-154.1	-41.0
> COCC(=O)Nc1ccc2c(c1)C(=O)N(C)C[C@H](OC)[C@@H](C)CN(Cc1ccccc1OC)[C@@H](C)CO2
    -0.6	7.7	-0.4	8.6	-3.6	-2.2	x	12.7
> CCCCN(C)CCNC(=O)CCNC(=O)Cn1ccc2ccccc2c1=O
    -1.1	x	4.4	1.1	-4.2	x	-15.8	-5.4
> C[C@H]1CN([C@@H](C)CO)C(=O)c2cc(NS(C)(=O)=O)ccc2O[C@@H]1CN(C)Cc1ccccc1
    12.7	x	-0.7	-3.6	-8.3	-0.5	-13.3	5.0
> Cc1ccccc1S(=O)(=O)N(C)C[C@H]1OCc2cn(nn2)CCCC(=O)N([C@@H](C)CO)C[C@H]1C
    x	2.5	x	5.2	4.0	x	x	10.4
> COc1ccc(C2NCCC3(O)CCCCC23)c(OC)c1OC (centres undefined)
    -15.1	0.0	x	-5.8	x	-1.5	x	x
> CC(=O)Nc1cc[n+](CC(=O)c2cccc([N+](=O)[O-])c2)cc1
    -4.1	-1.3	-2.6	x	5.8	-0.2	4.8	15.3
> Cn1cnc(CCNC(=O)C[C@H]2CC[C@H]3[C@@H](COC[C@@H](O)CN3C(=O)C3CCCC3)O2)c1
    -32.1	-3.4	0.2	3.7	-0.2	0.5	-15.2	13.0
> Cc1ccc(NC(=O)C(C)S)cc1 (centres undefined)
    0.7	0.6	-1.6	-2.0	-9.7	-15.7	3.1	-18.1
> Cc1ccc(S(=O)(=O)N2CCN(C(=O)CCOc3cc(C)ccc3C)CC2)cc1
    4.7	2.1	-1.3	-14.3	-8.6	-8.4	12.1	13.3
> COc1ccc(CN(C)C[C@@H]2OCCCC[C@H](C)Oc3ccc(NC(=O)NC4CCCCC4)cc3C(=O)N([C@@H](C)CO)C[C@@H]2C)cc1
    7.1	9.3	-5.9	-3.0	1.5	1.2	x	5.2
> O=C(Nc1nccs1)[C@H]1[C@H](CO)[C@H]2Cn3c(cccc3=O)[C@@H]1N2C(=O)C1CCCC1
    3.4	-2.7	-0.8	x	-3.7	3.8	-4.0	8.6
> COc1cccc(C2c3[nH]c4ccccc4c3CCN2C(=O)Cn2cncn2)c1OC (centres undefined)
    -4.0	0.5	14.7	x	15.4	-8.7	15.3	-9.1
> CN(Cc1nc(-c2ccc(C(F)(F)F)cc2)no1)C1CCOCC1
    -28.5	-11.0	3.4	-0.2	-2.4	-9.4	7.7	2.7
> CN(C)CC(=O)Nc1ccc2c(c1)[C@H]1C[C@@H](CC(=O)NCc3cc(F)ccc3F)O[C@H](CO)[C@H]1O2
    1.6	x	-1.1	2.0	-6.1	1.8	-5.2	-7.7
> COc1ccc(C(c2c(C)[nH]n(C(N)=S)c2=O)C(C#N)C#N)cc1 (centres undefined)
    x	5.9	x	-2.7	x	2.6	5.9	x
> Nc1nc(SCC(=O)N2CCN(c3ccccc3)CC2)n[nH]1
    -2.3	3.7	-0.1	x	x	0.2	-9.9	3.5
> Cc1ccc(C)c(NC(=O)CSc2nnc(NC(=O)C3CC3)s2)c1
    -1.6	-4.0	-4.6	0.6	-2.7	2.6	x	12.1
> CC(=NNc1ccccc1)C(C)=NNc1ccccc1
    21.2	x	2.7	-1.9	-3.8	-2.4	1.3	-19.9
> COC(=O)[C@]12C[C@H](CC(=O)NCc3ccc(C)o3)C(=O)N(Cc3ccccc3)C1=C[C@H](C(C)C)O[C@@H]2C1CC1
    -3.3	0.0	-2.6	x	4.4	x	-2.8	33.6
> CCN1CCN(C(=O)CCS(=O)(=O)c2cc3c(cc2Cl)NC(=O)CO3)CC1
    -3.5	-1.0	x	14.1	1.9	-7.0	8.1	33.0
> CN(C)c1ccc(CNC(=O)C2(C)Cc3c(-c4ccccc4)ccnc3O2)cc1 (centres undefined)
    -1.7	4.3	-2.7	x	9.2	-0.5	24.3	7.7
> CC(=O)Nc1ccc(-c2ccnc3c2CC(C(=O)Nc2cccc(N(C)C)c2)O3)cc1 (centres undefined)
    1.5	7.0	1.0	14.6	41.1	-4.1	-8.4	25.0
> O=C(Cn1cc([N+](=O)[O-])cn1)Nc1nccs1
    7.1	-2.0	0.0	-7.1	-1.8	x	8.6	-5.3
> CN1CCN(C2Cc3ccccc3Sc3cc(C(F)(F)F)ccc32)CC1 (centres undefined)
    -1.9	-8.0	18.5	x	43.1	x	20.8	11.2
> CCCCN(C(=O)c1ccc(C)cc1)c1c(N)n(CCC)c(=O)[nH]c1=O
    -3.9	3.2	0.0	x	10.8	-2.2	3.4	0.9
> Cn1c(SCC(=O)NC(=O)NCc2ccccc2)nnc1C(F)(F)F
    3.4	4.1	0.3	6.8	0.3	-3.8	-9.7	-18.2
> Cc1ccc(S(=O)(=O)NC(CCCNC(=O)OCc2ccccc2)C(=O)O)cc1 (centres undefined)
    -3.5	13.6	1.3	x	0.9	x	-6.9	-29.0
> CCCCN(CC)Cc1c(O)ccc2c3c(c(=O)oc12)CCC3
    2.4	4.1	-147.0	x	1.9	x	0.4	-20.6
> Fc1ccccc1C(c1nnnn1Cc1ccc2c(c1)OCO2)N1CCN(Cc2ccccc2)CC1 (centres undefined)
    x	1.7	x	-0.4	x	0.6	14.3	x
> Cc1nc2ccc([N+](=O)[O-])cc2c(=O)n1Cc1ccc(Br)cc1
    -11.4	-0.3	-1.2	x	5.5	1.2	4.1	-2.7
> COc1ccc(NC(=O)N2C[C@@H](O)COC[C@H]3O[C@H](CC(=O)N4CCCCC4)CC[C@@H]32)cc1
    -8.7	-1.5	2.7	4.7	-15.0	3.0	-9.1	-9.0
> C[C@@H]1ON(C)[C@H]2C[C@H]3c4[nH]c5c(-c6ccccc6)cccc5c4CCN3C(=O)[C@@H]12
    -9.8	1.9	-1.3	x	1.6	x	1.3	3.4
> Cc1cc(C)nc(N2CCC(C(=O)NNC(=O)c3ccccc3)CC2)n1
    -6.4	7.6	1.7	-3.5	-11.6	0.2	-1.6	9.8
> CCCNS(=O)(=O)c1ccc(CCC(=O)Nc2ccc3c(c2)OCCO3)cc1
    1.2	10.9	-0.6	x	7.6	x	-1.7	8.0
